Assay outcomes (PubChem)
tim10-1 inh – growth inhibitors of tim10-1 mutant yeast | 2.2% of 330,000 active | inhibition, % at 20 µM | S. cerevisiae tim10-1 ts strain growth, BacTiter-Glo, 24 h | AID 463190;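 active = inhibition of at least 40%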;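 note: mutant grown at 25 °C; 0% = DMSO wells with yeast and 100% = wells holding no yeast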
tim23-1 inh – inhibits growth of tim23-1 mutant yeast. S. cerevisiae tim23-1 growth, BacTiter-Glo luminescence, 24 h. 1.3% of 330,000 active. inhibition, % at 20 µM. AID 463212;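 active = growth inhibition of the mutant yeast at or above 50%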;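 note: temperature-sensitive mutant grown at 25 °C; plate controls were DMSO-treated mutant yeast for no effect and medium wells lacking yeast for full effect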
UPR XBP1 act – activators of adaptive arm of unfolded protein response (XBP1). CHO-XBP1 luciferase reporter, IRE1-XBP1 UPR activation, luminescence; percent of tunicamycin response, DMSO as zero. activation, % at 20 µM. 0.33% of 330,000 active. AID 463104;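 active = versus positive control, 20 µM dose yields 30% or more activation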;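 note: 100% = tunicamycin at 10 µg/mL and 0% = DMSO only wells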
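assay system = CHO-XBP1 luciferase reporter cells | amount = 1000 cells/well | buffer or medium = F12 plus 10% FBS | compound dosing = single point, 20 µM final compound, 1% DMSO | incubation = 16-18 h cell attachment at 37 °C, then 6 h compound exposure | detection = Steady-Glo luminescence read | controls = tunicamycin 10 µg/mL and vehicle-only wells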
NLRP3 yeast inh – NALP3 inhibition in yeast. Yeast reconstituted NLRP3/ASC/caspase-1, beta-gal luminescence, 24 h. inhibition, % at 10 µM. 0.39% of 330,000 active. AID 2825;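 active = inhibition of 50% or more; inactive = inhibition below 50%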;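 note: plate controls were induced DMSO wells for no effect and uninduced yeast grown without galactose for full effect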
Mdm2-MdmX inh – disrupts the human Mdm2-MdmX interaction; SaOS-2 split-luciferase Mdm2/MdmX complementation, luminescence; inhibition, % at 8 µM; 3% of 330,000 active; AID 485346;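 active = inhibition of at least 50% at 8 µM in the primary screen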
Target sequence (O15151 whole entry, looked up): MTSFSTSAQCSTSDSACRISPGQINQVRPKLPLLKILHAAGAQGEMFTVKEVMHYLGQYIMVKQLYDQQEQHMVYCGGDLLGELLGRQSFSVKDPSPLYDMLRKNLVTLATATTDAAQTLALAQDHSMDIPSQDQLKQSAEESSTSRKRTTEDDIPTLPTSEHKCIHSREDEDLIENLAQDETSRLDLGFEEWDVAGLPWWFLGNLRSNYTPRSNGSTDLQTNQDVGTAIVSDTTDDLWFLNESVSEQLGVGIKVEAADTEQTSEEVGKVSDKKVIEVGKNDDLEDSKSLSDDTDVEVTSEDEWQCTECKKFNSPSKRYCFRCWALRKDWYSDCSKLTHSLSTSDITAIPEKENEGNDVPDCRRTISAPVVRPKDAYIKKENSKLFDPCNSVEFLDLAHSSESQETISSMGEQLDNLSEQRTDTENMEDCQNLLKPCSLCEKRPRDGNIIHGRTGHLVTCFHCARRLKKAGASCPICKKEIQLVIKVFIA
Target sequence (Q00987 whole entry, looked up): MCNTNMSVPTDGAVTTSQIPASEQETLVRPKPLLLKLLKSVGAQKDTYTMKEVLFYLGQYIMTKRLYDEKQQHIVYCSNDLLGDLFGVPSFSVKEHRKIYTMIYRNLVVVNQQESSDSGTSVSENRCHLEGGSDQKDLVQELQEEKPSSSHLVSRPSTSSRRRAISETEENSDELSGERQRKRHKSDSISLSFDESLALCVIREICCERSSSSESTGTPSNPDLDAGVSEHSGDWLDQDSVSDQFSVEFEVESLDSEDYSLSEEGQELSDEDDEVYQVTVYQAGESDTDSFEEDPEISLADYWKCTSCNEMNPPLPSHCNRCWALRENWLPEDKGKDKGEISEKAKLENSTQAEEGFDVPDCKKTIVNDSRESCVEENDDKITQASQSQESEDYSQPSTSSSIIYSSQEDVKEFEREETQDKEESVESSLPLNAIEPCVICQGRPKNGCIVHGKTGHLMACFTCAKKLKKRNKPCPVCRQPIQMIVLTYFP
APJ ag – agonists of human APJ apelin receptor; CHO-K1 APJ PathHunter beta-arrestin, luminescence; 0% DMSO wells, 100% apelin; activation, % at 20 µM; 0.11% of 330,000 active; AID 2520;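 active = activation more than six SD over the plate average, tested at 20 µM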;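 note: 0% = DMSO alone and 100% = apelin-13 at 10 nM; some results filed as inactive read as strong as hits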
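Test system: CHO-K1 APJ beta-arrestin complementation cell line | Compound: Single test compound dose, 20 µM final, 1% DMSO | Incubation: Compound 90 min 25 °C, reagent 1 h | Measured by: beta-gal luminescence | Read-out basis: APJ–arrestin association signal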
NR3A LBD binder – NR3A (human) ligand-binding domain modulation; NR3A LBD differential scanning fluorimetry, Tm shift; 0% = protein alone, 100% = glycine-bound protein; Tm shift relative to glycine control, % at 25 µM; 2.5% of 340,000 active;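 active = melting temperature shift of at least 10% of the positive control shift, at one fixed dose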
TIM10 inh – TIM10 yeast growth inhibition; S. cerevisiae TIM10 strain growth, BacTiter-Glo luminescence, 24 h; inhibition, % at 10 µM; 1.4% of 330,000 active;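 active = inhibition of 40% or more at the single tested concentration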;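 note: wild-type TIM10 isogenic control strain grown at permissive 25 °C; 0% = DMSO yeast wells and 100% = minimal medium wells without yeast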
UPR CHOP act – activators of apoptotic arm of unfolded protein response (CHOP); CHO-CHOP luciferase reporter, UPR activation, luminescence; percent of tunicamycin response over DMSO baseline; activation, % at 10 µM; 0.34% of 330,000 active;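 active = at 10 µM dose, activation of 40% or more, normalized to positive control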;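 note: 100% = tunicamycin at 10 µg/mL and 0% = DMSO alone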
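Material: CHO-CHOP cells, stable luciferase reporter of PERK-eIF2a-CHOP signalling; quantity: 500 reporter cells seeded per well; buffer or medium: F12 medium containing 10% fetal bovine serum; compound: one dose, 10 µM in 0.5% DMSO; incubation: 6 h compound treatment, 37 °C; measured by: Steady-Glo luciferase luminescence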
* marks the source's active call; other numbers are inactive results; x = not tested or not shown. This is a random part of the collection; about 8.2% have a hit in one of these screens.

Values run as follows: tim10-1 inh, tim23-1 inh, UPR XBP1 act, NLRP3 yeast inh, Mdm2-MdmX inh, APJ ag, NR3A LBD binder, TIM10 inh, UPR CHOP act
- O=C(CSc1ccccc1C(=O)O)Nc1ccc2c(c1)OCO2
  -3, 10, -1, 9, 2, -4, -2, 15, -0.5
- COC(=O)c1ccc(OCC(O)CN(CCO)CC(O)Cn2ccc3ccccc32)cc1 (stereo not given)
  24, 15, 4, 2, -46, -1, -4, 12, 0.2
- N#Cc1cc(C(=O)c2ccccc2OCC(=O)Nc2ccccc2)cn(C2CCCCC2)c1=O
  -6, 11, 0, 18, 12, -4, -5, 4, -0.5
- Cc1sc2ncnc(N3CCC(C(=O)N(C)CC(=O)Nc4ccccc4Br)CC3)c2c1C
  4, 15, -2, 15, 31, 12, -3, 2, -0.1
- COc1ccc(CN2C(=O)c3cccnc3C2Nc2ccc(OC)c(Cl)c2)cc1 (stereo not given)
  25, 22, -1, 17, -9, 0, 5, -5, 0.1
- CCOC(=O)C1(Cc2cccc(OC)c2)CCCN(C(=O)c2cc(C)[nH]n2)C1 (stereo not given)
  4, 8, 2, 8, -15, -3, 1, -11, 3.1
- CCO[C@@H]1OC(C(=O)N2CCOCC2)=C[C@H](c2ccccc2)[C@H]1CCCO
  11, 18, 0, 4, -6, 2, -1, 14, 1.7
- CCOP(C)(=O)C1(C(=O)OCc2ccccc2)CC1 (stereo not given)
  -7, -13, -1, 7, 17, 0, 0, -1, 1.3
- O=C(CN1CC(=O)Oc2ccccc21)NCc1ccco1
  7, 11, 6, 25, 15, 2, -3, -10, -1.8
- CCNC(=O)NC(=O)C(C)Sc1nc2cc(C(=O)OC)ccc2c(=O)n1-c1ccccc1 (stereo not given)
  9, 26, 0, 16, 23, -4, -2, 18, 2.0
- Cc1cc(Br)ccc1NC(=O)CN(C)C(=O)CNC(=O)Cc1ccccc1
  -14, -15, -3, 9, 21, -3, 1, -9, 1.9
- O=S(=O)(NCc1ccccc1)c1ccccc1Br
  1, 13, 2, 14, 5, 1, 2, -3, -2.5
- Cc1ccc(S(=O)(=O)N(CCO)c2cc3c(s2)CCCC3)cc1
  19, 15, -2, 32, 19, 0, 3, -2, -1.0
- CC(C)Cc1nnc(NS(=O)(=O)Cc2ccccc2)s1
  -8, 6, -2, 13, 16, 0, 0, 7, -1.3
- CNC(=O)c1nn(-c2ccccc2)ccc1=O
  5, 11, -3, 3, -5, -5, -19, 7, -0.5

Filtered by structure, those above with an aryl thioether with sulfur outside any ring.
Values run as follows: tim10-1 inh, tim23-1 inh, UPR XBP1 act, NLRP3 yeast inh, Mdm2-MdmX inh, APJ ag, NR3A LBD binder, TIM10 inh, UPR CHOP act
- O=C(CSc1ccccc1C(=O)O)Nc1ccc2c(c1)OCO2
  -3, 10, -1, 9, 2, -4, -2, 15, -0.5
- CCNC(=O)NC(=O)C(C)Sc1nc2cc(C(=O)OC)ccc2c(=O)n1-c1ccccc1 (stereo not given)
  9, 26, 0, 16, 23, -4, -2, 18, 2.0

Going on with the list:
Values run as follows: tim10-1 inh, tim23-1 inh, UPR XBP1 act, NLRP3 yeast inh, Mdm2-MdmX inh, APJ ag, NR3A LBD binder, TIM10 inh, UPR CHOP act
- CCN(C(=O)CN1CCCCC1)c1c(N)n(Cc2ccccc2)c(=O)[nH]c1=O
  -1, 5, -3, 13, -12, -1, 3, -9, 0.0
- COc1ccc(C(=O)c2c[nH]c(C(=O)NCc3cccnc3)c2)cc1
  -9, -2, 0, 10, 18, 1, 3, -9, 0.1
- Cc1nnc(N2CCc3ccccc3C2)[nH]c1=O
  13, 9, -4, 4, 32, 1, 0, 5, -0.7
- Cc1ccc(C)c(C(=O)Nc2cc(C)nn2-c2nc(C)cc(C)n2)c1
  9, 54*, 6, 12, 57*, -2, -5, 43*, 1.0
- CN(C)CCCN(C(=O)CCc1ccccc1)c1nc2ccc(F)cc2s1
  28, 4, 2, 32, 18, -2, -2, 17, 2.2
- CN(C)CCCO/N=C(\c1ccccc1)c1ccncc1
  -4, 10, -1, 18, -9, 2, 1, -20, 0.9
- Cc1nnc(SCc2ccc([N+](=O)[O-])cc2)o1
  -10, -1, -1, 26, -5, -2, 0, 4, 0.7
- CCCCN1C(=O)Nc2ccccc2S1=O (stereo not given)
  21, -1, 0, 8, 11, -3, 1, 4, 0.4
- COc1ccc(/C=C/c2ccncc2)cc1OC
  0, -3, 5, -5, 13, -2, 2, -3, 2.5
- COc1ccccc1CNc1cncnc1
  1, -8, 0, 24, 25, 0, -1, -1, -0.9
- CCc1ccccc1NC(=O)CCc1c(C)nc(SC)nc1C
  5, 1, -5, 36, 15, -1, 6, -2, -0.3
- Cc1cnc(NC(=O)c2ccccn2)s1
  14, -4, -6, 15, -29, -6, 2, -9, -3.3
- Cc1ccc(N(Cc2ccc(C(=O)NCCSc3ccccn3)cc2)S(C)(=O)=O)cc1C
  27, 25, -3, -5, 8, 3, 2, 1, 0.7
- Cc1c(Cl)cccc1NC(=O)C1CCCCC1
  10, 4, 1, 12, 26, -4, x, -2, -1.2
- CC(C)(C)c1cc(NC(=O)c2cccc([N+](=O)[O-])c2)no1
  11, 5, 0, 17, -38, -2, -1, -8, 5.4
- Cc1ccc(-c2c[n+](Cc3ccc(Cl)c(Cl)c3)c3n2CCC3)cc1
  2, -3, -4, 4, 35, -2, 0, -5, 0.1
- COc1ccc(/C=N/NC(=O)C(N)=O)c(OC)c1OC
  -6, 15, -1, 9, -31, 3, 0, 8, 2.3
- CCOC(=O)N1CCN(CC(O)COCc2ccccc2)CC1 (stereo not given)
  2, 3, 0, -2, -2, -2, 1, 0, -1.3
- O=C(COc1ccc(Cl)cc1Cl)N/N=C/c1ccc(OC2OC(CO)C(O)C(O)C2O)cc1 (stereo not given)
  -5, 14, -2, 3, 11, -4, 2, 1, 1.2
- O=C(CCc1ccccc1)NC1C2CC3CC(C2)CC1C3 (stereo not given)
  11, 31, -3, 21, 11, -1, 1, -15, 0.7
- COc1ccc(CCNC(=O)CCc2ccc(S(=O)(=O)NC(C)C)cc2)cc1OC
  0, -2, -1, 16, 8, -1, -7, 4, -0.4
- COCCn1c(N)c(N(Cc2ccccc2)C(=O)c2ccc(-c3ccc(Cl)cc3)o2)c(=O)[nH]c1=O
  21, 18, -1, 14, 14, 9, -1, 5, -0.7
- Cn1c(=O)oc2cc(S(=O)(=O)NCCC(=O)NCCc3ccccc3)ccc21
  0, 6, 2, 7, -7, -2, 2, -7, -1.3
- O=C(/C=C/c1ccccc1Cl)NC1CCCCC1
  4, -2, 1, 30, -69, -1, 0, 3, 4.3
- CC(C)(C)NC(=O)C(c1ccccn1)N(C(=O)C1CSC(=O)C1)c1ccc(F)cc1 (stereo not given)
  12, 11, 2, -2, 15, 6, 1, 7, -1.1
- CCCc1nnc(NC(=O)CCC(=O)N2CCN(Cc3cc(Cl)ccc3OC)CC2)s1
  0, -12, -5, 13, 10, 7, 0, -5, -0.6
- O=C(c1ccc2c(c1)CCN2S(=O)(=O)c1ccccc1)N1CCN(c2ccc(F)cc2)CC1
  19, 24, -4, 5, 7, -5, -1, 19, 0.9
- O=C(C1=C[C@H](c2ccc(C(F)(F)F)cc2)C[C@H](OCc2ccc(CO)cc2)O1)N1CCCCCCC1
  10, 21, -4, 0, 25, 5, -18, 24, -0.7
- CC(=O)c1ccc(NC(=S)N2C(C)CCCC2C)cc1 (stereo not given)
  0, 4, -2, 13, 3, -1, x, -13, -0.2
- COc1ccccc1-c1nc2n(n1)C(c1ccc(Cl)cc1)C(C(N)=O)=C(C)N2 (stereo not given)
  4, 5, 3, 1, -32, -1, -1, 8, 2.8
- CCOc1ccc(S(=O)(=O)N2CCC(C(=O)NCCc3ccc(OC)c(OC)c3)CC2)cc1
  17, 18, -1, 8, -32, -3, -1, 11, 0.0
- Cc1ccc(-c2ccc3nnc(SCC(=O)NCC4CCCO4)n3n2)cc1 (stereo not given)
  3, 9, 3, 6, 27, -2, 2, 10, -0.8
- O=C(c1cc(-c2cccs2)on1)N1CCc2ccccc2C1
  15, 29, 1, 38, -13, -4, 0, -5, -0.3
- Cc1ccc(/C=N/NC(=S)NC(C)C)o1
  29, 9, 1, 30, -17, 3, -3, 22, -0.6
- COc1cc(Br)c(CN2CCCN(C)CC2)cc1OC
  -2, -7, -5, -6, 0, -5, -1, -5, -1.0
- Cc1ccc(O)c(-c2cc(C(=O)NCc3ccncc3)[nH]n2)c1
  3, 0, 3, 7, -1, -3, 0, 2, -1.2
- O=C(NCc1nnc2c3ccccc3c(-c3ccccc3)nn12)c1ccccc1Cl
  36, 19, 1, 25, -31, -2, -2, 31, 1.0
- COc1cc(/C=C(\C#N)C(N)=O)ccc1OCc1c(C)no[n+]1[O-]
  -8, 21, -3, -11, 12, 1, 3, -26, -0.7
- CCOc1cc(/C=N/n2c(COc3ccccc3)n[nH]c2=S)ccc1O
  23, -6, 0, -19, 10, -4, 6, -1, -0.1
- COc1ccc(OCC(=O)Nc2cc(OC)cc(OC)c2)cc1
  17, 12, 0, 31, 9, 0, 1, 9, 0.2
- Cc1ccc(O)c(C2=Nc3ccccc3N=C(c3ccco3)C2)c1
  2, -8, 0, 17, 18, -2, -6, 1, -0.7
- CN(C)S(=O)(=O)c1ccc(NC(=O)COc2ncnc3sccc23)cc1
  -8, 9, -1, 16, 3, -2, 0, 5, 0.7
- Cc1ccc(C(C)C)c(OCC(=O)NN=C2CCCCCCC2)c1
  24, 32, -1, 16, 16, 3, 2, 18, 0.7
- CCC/C=C(\CCC)C(NC(=O)Cc1ccccc1)c1ccc(C(=O)OC)cc1 (stereo not given)
  -3, 18, -1, 15, 26, -2, -2, -9, -0.3
- O=C(NC1CCCCCC1)C1CC(=O)N(c2ccc(Cl)cc2)C1 (stereo not given)
  -9, 16, 5, 20, -16, -1, 0, 20, 3.2
